Source: PubChem BioAssay (several laboratories)
DYRK1A inh: blocks rat Dyrk1A kinase activity | ADP-Glo luminescence, NFATc1 peptide | inhibition, % at 12.5 µM | Q63470 | AID 504441 | 310,000 tested, 0.43% active; in the data active means inhibition above about 50%;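 further: plate controls were vehicle with enzyme for no effect and no enzyme for full effect; many of its hits are not listed in these tables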
GSK3A inh: blocks human GSK-3 alpha kinase. ADP-Glo luminescence, 60 min. inhibition, % at 10 µM. 320,000 tested, 0.1% active;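 in the data active means inhibition above about 50%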;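 further: GST-tagged GSK-3 alpha with peptide substrate and 25 µM ATP; 0% = DMSO neutral wells and 100% = GW8510 positive control wells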
Target sequence (P49840 whole entry, looked up): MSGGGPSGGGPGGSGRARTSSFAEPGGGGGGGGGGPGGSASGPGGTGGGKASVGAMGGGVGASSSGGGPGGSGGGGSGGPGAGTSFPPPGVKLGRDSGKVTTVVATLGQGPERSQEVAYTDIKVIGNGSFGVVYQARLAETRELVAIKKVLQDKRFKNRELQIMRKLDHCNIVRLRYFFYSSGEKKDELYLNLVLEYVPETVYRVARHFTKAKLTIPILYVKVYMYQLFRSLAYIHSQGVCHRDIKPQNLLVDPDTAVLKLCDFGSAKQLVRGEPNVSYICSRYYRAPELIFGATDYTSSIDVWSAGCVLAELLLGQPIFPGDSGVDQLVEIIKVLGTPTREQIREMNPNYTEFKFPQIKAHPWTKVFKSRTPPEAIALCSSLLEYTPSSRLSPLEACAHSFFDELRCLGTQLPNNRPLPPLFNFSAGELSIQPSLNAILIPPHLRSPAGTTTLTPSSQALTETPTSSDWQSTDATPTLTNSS
Platelet DG rel: modulates dense granule release in human platelets. human platelet-rich plasma, SFLLRN dense granule ATP release, luminescence. inhibition, %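 (compounds screened at 7.5 µM in platelet-rich plasma)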. 300,000 tested, 0.22% active;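 active means mean replicate score, as percent of positive control, at or above 50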
IEC-6 cytotox: kills IEC-6 intestinal cells in KLF5 counter-screen. IEC-6 cytotoxicity, luminescence viability. inhibition, % at 5 µM. 290,000 tested, 0.78% active; in the data active means inhibition above about 22%;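 further: 0% = plate median of test compound wells and 100% = cytotoxic reference compound wells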
KLF5 inhibitor: kruppel-like factor 5 inhibition | DLD-1 KLF5 promoter-luciferase reporter, luminescence | 290,000 tested, 0.23% active | inhibition, % at 5 µM;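 active means inhibition above a per-plate limit of that plate's mean compound inhibition plus 3 SD, cut at about 60% in these data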;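 further: 0% = DMSO wells and 100% = LY294002 at 200 µM; higher means less KLF5 promoter-driven luciferase light; inactives centre near -14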
aSyn UTR inh: 5' untranslated region of α-synuclein, MLPCN primary screen; 300,000 tested, 0.82% active; inhibition, % (tested at 7.5 µM); alpha-synuclein 5'UTR reporter, inhibitor activity; AID 1813; in the data active means inhibition above about 60%;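 further: H4 neuroglioblastoma cells stably carrying SNCA 5'UTR luciferase fusion; 0% = DMSO wells and 100% = positive control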
HSP90 inh: inhibitors of HSP90 luciferase refolding in rabbit reticulocyte lysate; luciferase refolding luminescence, 3 h; inhibition, % at 5.6 µM; 290,000 tested, 0.91% active;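 active means inhibition above the screen-wide mean plus 3 SD, computed separately per campaign, cut at about 16% in these data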;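 further: 0% = DMSO wells and 100% = 60 µM geldanamycin wells; inhibitors lower the luminescence because luciferase stays unfolded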
GSK3B inh: blocks human GSK3beta kinase activity; P49841; 300,000 tested, 0.038% active; GST-GSK3beta kinase, ADP-Glo luminescence, 60 min; active compounds read low; activity score (negative = inhibition), % at 10 µM; AID 2097;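 active means more than half of replicate wells score below -50%, meaning over 50% inhibition versus plate controls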;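 further: 0% = median DMSO wells and -100% = median GW8510 positive control wells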
Target sequence (P49841 whole entry, looked up): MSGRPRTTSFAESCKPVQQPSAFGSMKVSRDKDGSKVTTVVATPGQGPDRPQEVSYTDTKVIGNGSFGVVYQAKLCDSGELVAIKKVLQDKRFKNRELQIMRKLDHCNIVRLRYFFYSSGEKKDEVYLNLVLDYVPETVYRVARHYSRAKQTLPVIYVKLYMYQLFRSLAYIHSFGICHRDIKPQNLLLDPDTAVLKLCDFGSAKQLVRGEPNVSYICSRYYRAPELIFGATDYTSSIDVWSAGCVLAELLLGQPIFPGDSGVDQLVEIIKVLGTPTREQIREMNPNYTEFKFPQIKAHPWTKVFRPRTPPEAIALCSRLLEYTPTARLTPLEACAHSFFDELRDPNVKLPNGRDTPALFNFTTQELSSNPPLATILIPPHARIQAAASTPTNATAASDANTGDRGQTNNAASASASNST
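Test system – GST-tagged human GSK3beta kinase, cell-free · Incubation – 60 min enzyme reaction, room temperature · Signal – ADP-Glo luminescence · Also added – peptide substrate and ATP at 25 µM · Controls – DMSO neutral wells and GW8510 at 20 µM as positive · Buffer or medium – Tris/MgCl2 kinase buffer · Measure – Luminescence-derived activity versus plate DMSO and GW8510 wells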
HSF1 inh: HSF1 inhibition | NIH3T3-HGL HSE-luciferase, MG132-induced, luminescence 8 h; active compounds read low | activity change, negative = inhibition, % at 7.5 µM (by protocol) | 300,000 tested, 0.77% active | AID 2098;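 active means more than half of replicate wells show activity change below -50%, luminescence cut by over half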;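 further: luciferase reports HSF-1 transcriptional activity via heat shock element; 0% = median of DMSO wells and -100% = zero luminescence signal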
HSF-1 act: increases HSF-1 driven luciferase reporter signal | NIH3T3-HGL HSF-1 luciferase reporter, MG132, 8 h; 100% = twice DMSO control signal | 300,000 tested, 1.7% active | activation, % at 9 µM;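 active means mean replicate activation of at least 50% with a set share of replicates each reaching 50%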;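 further: 0% = median of the neutral control wells and 100% = twice that signal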
The depositor's hits bear a star; . = no result given.

#	structure	DYRK1A inh	GSK3A inh	Platelet DG rel	IEC-6 cytotox	KLF5 inhibitor	aSyn UTR inh	HSP90 inh	GSK3B inh	HSF1 inh	HSF-1 act
1	COc1cc(/C=N/n2cnnc2)ccc1OCCOc1ccccc1	6	-1	7	4	-22	-41	0	4	7	0
2	COc1ccc(NC(=O)Nc2cccc3ccccc23)cc1S(N)(=O)=O	12	2	-1	4	-22	24	-1	1	4	-3
3	O=C(Nc1ccc(Cl)cc1)C1CCC(=O)N1Cc1ccccc1Cl (centres undefined)	-3	-4	4	-2	-20	-5	-4	3	-1	1
4	CC(C(N)=O)N1c2cccc3cccc(c23)S1(=O)=O (centres undefined)	11	0	6	-5	7	21	-2	1	3	4
5	CC(C)C(C(=O)NCc1ccco1)N(C(=O)CNS(=O)(=O)c1ccccc1)c1ccccc1 (centres undefined)	3	2	-9	-9	-37	-21	-3	2	12	3
6	O=C(CC1CCCCC1)NCc1ccccc1	5	-2	-3	-3	-59	-86	-2	0	13	16
7	Cc1cc(OCC(=O)C(C)(C)C)c2c(C)c(C)c(=O)oc2c1	13	2	1	9	-20	21	3	2	3	5
8	CCOCN(C(=O)Cn1c(CO)nc2ccccc21)c1c(C)cccc1CC	-18	.	-4	-2	-32	-17	4	1	3	20
9	CC(C)(C)c1nnc2cccc(Cl)n12	-5	2	3	3	0	-24	-3	1	-4	7
10	Cc1ccccc1NS(=O)(=O)c1cc(S(C)(=O)=O)ccc1Cl	-2	-2	2	-4	19	-14	-1	0	-4	-6
11	CCN(CC)S(=O)(=O)c1ccc(NN=c2c(=O)c3ccccc3c2=O)cc1	-4	0	-4	4	-3	-4	2	6	13	23
12	COc1ccc(CCN2C(=O)CC(NNC(=O)c3cccc(O)c3)C2=O)cc1 (centres undefined)	16	-3	12	-2	-13	5	5	3	-6	15
13	O=C(C1CCN(S(=O)(=O)c2ccc(Br)cc2)CC1)N1CCOCC1	-10	0	5	4	-7	4	2	5	-4	-21
14	O=C(Nc1ccccc1)N(Cc1cccnc1)Cc1ccco1	-4	-2	0	-1	-32	6	-1	-3	4	-16
15	CCOC(=O)c1ccc(-n2c(C)nc3ccc(Br)cc3c2=O)cc1	-1	0	-1	2	-9	-10	3	-1	2	12
16	COc1ccc(C(=O)NCC(=O)OCC(=O)N2CCN(S(=O)(=O)c3ccccc3)CC2)cc1	-3	-1	-7	1	-13	5	-5	-1	-2	-2
17	CSC1=C(C#N)C(=O)NC(c2ccc(Cl)cc2)S1 (centres undefined)	-12	-3	1	-2	-24	-37	5	4	6	-1
18	COC(=O)C1=C(C)NC2=C(C(=O)CCC2)C1c1cccc(C)n1 (centres undefined)	-4	0	1	-7	-19	-9	4	6	3	3
19	N#CCSc1nnc(SCC#N)s1	-3	1	-2	-4	7	-3	-3	0	.	.
20	O=C(c1ccc(F)cc1)N(NC(=O)C(O)(c1ccccc1)c1ccccc1)c1ccccc1	-6	.	-3	4	-14	10	4	0	0	18
21	CC(C)CC1NC(=O)N(CC(=O)N2c3ccccc3NC(=O)C2(C)C)C1=O (centres undefined)	.	-2	1	7	-10	15	-4	2	-1	-10
22	COc1cc(CN2CCC(CO)(CCOc3ccccc3)CC2)cc(OC)c1	-2	1	4	3	6	-11	1	1	8	12
23	COc1ccc(CC(=O)O/N=C(\N)c2ccncc2)cc1	-1	0	-4	0	-36	-8	0	3	-4	12
24	NC1=NC2(CCCCCC2)n2c(nc3ccccc32)N1	25	1	1	7	-16	-5	-1	-3	0	-16

Three entries out of the list above, sorted by the number in KLF5 inhibitor, ascending.
entry	canonical_smiles	KLF5 inhibitor
23	COc1ccc(CC(=O)O/N=C(\N)c2ccncc2)cc1	-36
17	CSC1=C(C#N)C(=O)NC(c2ccc(Cl)cc2)S1 (centres undefined)	-24
21	CC(C)CC1NC(=O)N(CC(=O)N2c3ccccc3NC(=O)C2(C)C)C1=O (centres undefined)	-10

The listing continues:
#	structure	DYRK1A inh	GSK3A inh	Platelet DG rel	IEC-6 cytotox	KLF5 inhibitor	aSyn UTR inh	HSP90 inh	GSK3B inh	HSF1 inh	HSF-1 act
25	CN(C)c1ccc(NC(=O)c2cccc(N3C(=O)CCC3=O)c2)cc1	.	0	1	-2	-53	-9	2	0	-2	11
26	COc1ccc(C2C(C#N)=C(N)N(c3cccnc3)C3=C2C(=O)CC(C)(C)C3)cc1OC (centres undefined)	.	-1	7	0	-23	21	0	-3	0	-9
27	Cc1ccc(-n2nc3c(N4CCC(C(=O)N5CCC(C(N)=O)CC5)CC4)nnc(C)c3c2C)cc1	.	-1	-17	1	-6	-12	3	-8	-3	-10
28	O=C(Nc1ccc(Cl)cc1)Nn1cnnc1	16	.	-8	6	-35	-2	1	-2	0	6
29	CCOC(=O)c1oc2cc(O)ccc2c(=O)c1-c1ccccc1OC	7	5	9	-1	-13	16	1	-3	7	9
30	COc1cccc(CN2CC(C(=O)NCCn3ccc(C)n3)CCC2=O)c1 (centres undefined)	-3	-1	2	2	-10	16	0	.	0	-15
31	CCOC(=O)C1CCCN(C(=O)C2CC(=O)N(c3ccc(C)cc3)C2)C1 (centres undefined)	0	-5	-14	-2	-3	-30	3	2	-2	29
32	COc1ccc(CCNC(=O)COC(=O)Cc2ccc(OC)cc2)cc1	0	-1	-1	-7	5	6	2	2	-7	-1
33	Cc1cc(Nc2ccccc2)n(CCC#N)n1	3	4	-2	-5	-20	7	1	2	6	2
34	CCCC(=O)OCC(=O)NCc1ccc(Cl)cc1	-2	1	2	-6	-7	-9	6	0	0	3
35	COC(=O)c1nn(-c2ccc(C)cc2)c2nnc(Cc3ccccc3)c(=O)n12	-1	-1	-2	0	-26	-11	-1	0	-5	5
36	O=P(c1ccccc1)(c1ccccc1)N(c1ccccc1)c1ccccc1	-3	-3	1	22	-8	37	3	-6	-6	-4
37	Cc1[nH]c2ccccc2c(=O)c1CN1CCCCC1	3	-1	0	0	12	3	0	-3	-11	-16
38	COCCNc1cc(-c2ccccc2)nc2cc(-c3cccc(F)c3)nn12	-2	-5	-2	2	-30	-2	2	3	14	14
39	CCc1cccc(NC(=O)c2ccc(Cn3nc(C)cc3C)o2)c1	-6	-1	-17	1	0	-7	3	6	4	-1
40	C/C(=N\NC(=O)c1ccc(Cl)c(S(=O)(=O)Nc2ccccc2Cl)c1)c1ccncc1	5	1	-6	5	21	10	5	4	2	-2
41	CC1CCCN(CC(O)COc2ccc(Cl)cc2)C1 (centres undefined)	.	-1	-2	1	-29	24	1	-2	-7	1
42	Cc1cc(C)cc(-n2c(C)cc(/C=N/NC(=O)CN(c3c(C)cccc3C)S(C)(=O)=O)c2C)c1	0	.	-14	-4	-15	6	3	0	3	9
43	Cc1ccc(NC(=O)c2c(-c3c(F)cccc3Cl)noc2C)cc1F	5	-1	0	6	5	-10	5	1	-3	12
44	CCC1(C(=O)OC)CCc2c(cc(OC)c3ccccc23)C1=O (centres undefined)	-1	5	1	3	-15	27	5	0	-7	12
45	C/C(=N\NC(=O)c1ccc(O)cc1)c1ccc(N2CCOCC2)cc1	2	1	3	-9	-74	8	0	1	-1	-3
46	C=CCn1c(SCC(=O)N2CCOCC2)nc2c([nH]c3ccccc32)c1=O	1	-3	1	4	15	19	-2	1	1	-8
47	COC(=O)Cc1ccc(NC(=S)N2CCN(C)CC2)cc1	-5	-1	-7	-1	-53	-18	1	1	8	33
48	O=C(CCCc1ccccc1)NCCS(=O)(=O)N1CCN(c2ccc(F)cc2)CC1	0	2	1	.	.	8	.	4	0	6
49	COc1ccc(C(=O)N/N=C(\C)c2ccccn2)cc1OC	.	2	-11	40*	54	43	6	-4	-3	-17
50	C=CCN1C(=O)C2(C(C(=O)c3ccc(C)o3)=C(O)C(=O)N2CCCN2CCOCC2)c2ccccc21 (centres undefined)	0	-2	-9	2	6	-16	-6	3	-4	0
51	Cc1cccc(-n2ncc3c(N(C)Cc4ccccc4)ncnc32)c1	7	-3	-14	.	.	-169	.	-1	45	61*
52	CCOc1ccc(CN2CCNC(=O)C2CC(=O)NCc2ccccn2)cc1 (centres undefined)	-21	-2	-2	1	-3	16	0	0	1	4
53	COC(=O)C1Cc2ccccc2CN1S(=O)(=O)c1ccc(C)cc1 (centres undefined)	-3	0	-4	1	-49	-9	-2	2	0	10
54	CC(C)(C)c1ccccc1NC(=S)NC1CCCCC1	.	-3	0	16	-13	7	0	1	6	-5
55	Clc1ccc(CNc2nc(N3CCOCC3)nc(N3CCOCC3)n2)cc1	1	-7	4	6	8	9	4	0	-8	-1
56	Cc1ccc(NC(=O)C2CCN(S(=O)(=O)c3ccc4[nH]c(=O)oc4c3)CC2)cc1F	-5	-3	7	1	-2	0	-3	-1	2	2
57	COc1ccc(C)c(Cn2c(-c3nonc3N)nc3ccccc32)c1	3	-2	-8	0	4	76*	0	0	-4	-14
58	Cc1c(Cl)cccc1NC(=S)NN1CCOCC1	-5	0	4	-1	10	4	-1	0	2	-6
59	CCOc1ncccc1C(=O)OCc1c(F)cccc1Cl	4	-2	0	7	-12	6	-3	2	-3	1
60	O=C(O)c1cccc(N/N=C/C2=C(Cl)c3cc(Cl)ccc3SC2)c1	13	.	-9	-3	-140	-103	18*	0	-41	-54
61	C[N+](C)(C)CCCNC(=O)c1ccc(/C=N/O)nc1	-1	.	8	-3	-26	0	5	-2	-8	7

The list is partial (hit frequency here may not be typical).
